Compound activity from PubChem.
TDP43 rescue: inhibitors of TDP-43 toxicity in yeast. TDP-43 expressing yeast growth rescue, BacTiter-Glo, 24 h. Potency, µM (doses to about 46.1 µM), without a hit: at the highest dose growth rescue (activation), usual class: activators. 410,000 tested, 1.8% active. AID 652104; note: % of control where 0% means no effect; nearly all actives have a fitted effect of over 50% in size
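Yeast cells expressing TDP-43 under galactose induction are exposed to compounds for 24 hr at 30 deg C. BacTiter-Glo luminescence measures growth, so protective compounds score as activators.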
SW480 rereplic: induces DNA re-replication in SW480 colon adenocarcinoma cells; AID 624297; 340,000 tested, 1.8% active; Potency, µM (highest dose often 46.1 µM), without a hit: at the highest dose re-replication activation, hits mostly activators; SW480 DNA re-replication, Hoechst DNA content imaging, 48 h; note: % of control where 0% means no effect; nearly all actives have a fitted effect of over 55% in size
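250 cells/well; 23 nL cpd via pin tool; 48 hr, 37 C, 5% CO2; Hoechst 40 min; imager read of total nuclear intensity, ex 405/em 500-530 nm.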
KB-3-1 tox: kills parental KB-3-1 adenocarcinoma cells; Potency, µM (series often up to 46.1 µM), without a hit: at the top dose activity change, negative = cytotoxic, most hits filed as cytotoxic; KB-3-1 viability, CellTiter-Glo ATP luminescence, 72 h; 400,000 tested, 1.4% active; note: % is set by controls: 0 for no effect and ±100 for the full control effect; nearly all actives have a fitted effect of over 60% in size
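Cytotoxicity in the drug-sensitive parental line KB-3-1 was scored as loss of CellTiter-Glo luminescence following 72 h incubation with compound. Values come from curve fitting of normalized concentration-response data.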
GLP-1R agonist: GLP-1 receptor (human) agonism. Potency, µM (titrated, usually from 45.6 µM), inactives show at the top dose activation, actives largely listed as activators. AID 624172. HEK293 GLP-1R CRE-luciferase, luminescence, 4-6 h; cells express a hypersensitive GLP-1R form. P43220. 380,000 tested, 0.007% active; note: % of control where 0% means no effect
KB-V1 MDR tox: kills drug-selected multidrug resistant KB-V1 cells; Potency, µM (highest dose often 46.1 µM), without a hit: at the top dose activity change, negative = cytotoxicity, most hits filed as cytotoxic; 400,000 tested, 3.4% active; KB-V1 MDR cells viability, CellTiter-Glo, 72 h; note: % is set by controls: 0 for no effect and ±100 for the full control effect; nearly all actives have a fitted effect of over 60% in size
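KB-V1 cells (P-gp-expressing MDR subline of KB-3-1) in phenol-red-free DMEM with 10% FBS were exposed to library compounds over a concentration series for 72 h at 37 degrees C. Viability read by CellTiter-Glo luminescence; concentration-effect curves fitted after normalization.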
HT1080 IDH1KD tx: HT-1080 IDH1 knockdown cell toxicity (counter line). AID 686971. HT-1080 IDH1 knockdown viability, ATP luminescence, 48 h. 360,000 tested, 2% active. Potency, µM (series often up to 46.1 µM), inactives show top-dose activity, negative = toxicity, usual class: cytotoxic;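 note: 0% = DMSO wells and -100% = cell-free medium wells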
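Knockdown cells (IDH1KD HT-1080) received compounds 2 h after plating at 750 cells/well and were kept 48 h at 37 °C in 5% FBS RPMI. A CellTiter-Glo luminescence read gave % activity for curve fitting.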
HT1080-NT tox: kills 2HG-producing HT-1080-NT fibrosarcoma cells. 360,000 tested, 1.6% active. Potency, µM (series often up to 46.1 µM), inactives show at the highest dose activity, negative = less viability, hits mostly cytotoxic. AID 686970. HT-1080-NT fibrosarcoma viability, CellTiter-Glo ATP luminescence, 48 h;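 note: NT is the 2HG producing partner of a matched IDH1 knockdown line; 0% = DMSO-treated cells and -100% = media-only wells without cells; nearly all actives have a fitted effect of over 55% in size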
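Toxicity toward the 2HG-producing NT line was scored as %Activity, normalised to DMSO and no-cell wells, from CellTiter-Glo luminescence after 48 hours' treatment.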
GLP-1R inv ag: acts as inverse agonist at human GLP-1 receptor; 410,000 tested, 1.6% active; P43220; HEK293 GLP-1R CRE-luciferase, luminescence, 24 h; GLP-1R form is constitutively active; Potency, µM (doses to about 38.3 µM), for the others: at the highest dose activity change, negative = inhibition, usual class: inhibitors; note: % is set by controls: 0 for no effect and ±100 for the full control effect; nearly all actives have a fitted effect of over 55% in size
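Inverse agonism was detected as reduced cAMP-driven luciferase luminescence after 24 h compound treatment. The cells were HEK293 clones expressing constitutively active human GLP-1R with the reporter. Reporter-only and GPR119 cell lines served as counterscreen controls.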
GLP1R cytotox: cytotoxic in the GLP-1 receptor inverse agonist counter-screen. HEK293 cAMP-luciferase reporter cells, luminescence, 24 h. Potency, µM (top dose mostly 38.3 µM), without a hit: at the top dose activity change, negative = inhibition, hits mostly inhibitors. 410,000 tested, 0.13% active. AID 624418;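 note: loss of luciferase light is scored as toxicity; % is set by controls: 0 for no effect and ±100 for the full control effect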
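Seeding density was 200 cells/uL; after overnight-length (12 h) culture, 23 nL compounds went on for 24 h at 37 °C. Readout used a luciferase detection reagent, luminescence taken after 12 min at room temperature.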
* marks the source's active call; other numbers are inactive results; u = inconclusive; x = no result given; & = joins results of further samples; [ ] = remark or other dose. Calls come from the whole dose curve; as a rule, active = well fitted curve in the direction sought with a large enough effect; inconclusive = small, poorly fitted or top-dose-only effect, or another doubt; inactive = no such curve, though single readings can be large; an effect the other way counts as inactive or inconclusive. Potency is the fitted concentration of half-maximal effect.

Structure,TDP43 rescue,SW480 rereplic,KB-3-1 tox,GLP-1R agonist,KB-V1 MDR tox,HT1080 IDH1KD tx,HT1080-NT tox,GLP-1R inv ag,GLP1R cytotox
COc1c2c(nc3ccccc13)OC(C(C)(O)COC(C)=O)C2 (configuration not stated),-11%,-3%,-7%,0%,8%,2%,6%,6%,-29%
COc1ccc(Cl)cc1NC(=O)Cn1c(=O)oc2cc(S(=O)(=O)N3CCCCCC3)ccc21,6%,x,3%,x,-1%,x,x,3%,-6%
COc1ccc(CCNC(=O)C(=O)c2c[nH]c3ccccc23)cc1OC,7%,3%,-6%,11%,-1%,0%,0%,15%,3%
Cc1ccc(S(=O)(=O)NC2CCCCCC2)cc1C(N)=O,3%,-6%,-5%,-3%,-20%,-1%,0%,2%,5%
O=C(Nc1cccc2[nH]c([C@H]3C[C@H](O)[C@@H](CO)O3)nc12)NC(c1ccccc1)c1ccccc1,7%,x,-6%,-1%,-1%,3%,5%,1%,3%
CC(Sc1nc2c(c(=O)[nH]1)CCCC2)C(=O)Nc1ccccc1C#N (configuration not stated),-5%,-17%,15%,3%,-4%,-2%,-9%,-3%,-13%
O=C(CCCN1C(=O)C(c2ccccc2)Oc2cccnc21)Nc1ccccc1Cl (configuration not stated),-11%,-5%,7%,8%,-3%,-6%,-19%,u,-12%
CCN(CC(=O)Nc1ccc(NC(C)=O)cc1)C(=O)C12CC3CC(CC(Cl)(C3)C1)C2,-9%,2%,10%,0%,9%,-6%,-5%,5%,-8%
C=CCN1C(=O)C(=O)N(CC(=O)c2ccc3c(c2)CCCC3)C1=O,u,11%,-7%,16%,4%,4%,10%,1%,1%
Cc1csc(SCC(=O)c2c(N)n(CC(C)C)c(=O)n(C)c2=O)n1,-26%,-15%,3%,-1%,2%,5%,3%,1%,-4%
CCC(=O)Nc1ccc(C(=O)NNC(=O)Cc2ccccc2)cc1,-13%,x,25%,2%,4%,-1%,1%,11%,50%[activator]
CNc1nc(C)c(C(=O)OCc2ccccc2)s1,32%,1%,0%,u,21µM*,0%,3%,0%,-16%

(continued)
Structure,TDP43 rescue,SW480 rereplic,KB-3-1 tox,GLP-1R agonist,KB-V1 MDR tox,HT1080 IDH1KD tx,HT1080-NT tox,GLP-1R inv ag,GLP1R cytotox
CCOc1ccc(-c2cc3c(=O)n(Cc4nc(-c5cccc(OC)c5OC)oc4C)ccn3n2)cc1Cl,-3%,x,4%,1%,9%,x,x,9%,1%
CCOC(=O)CN1CC23C=CC(O2)C(C(=O)Nc2ccc4c(c2)OCO4)C3C1=O (configuration not stated),0%,-5%,1%,-2%,-5%,8%,8%,8%,-3%
O=C1NC(=O)/C(=C\c2ccc(Cl)cc2Cl)N1,8%,-9%,u,0%,0%,9%,3%,1%,-28%
O=C(CSc1nnc2c(Cl)cc(C(F)(F)F)cn12)NCc1ccc(F)cc1,15%,u,u,-14%,u,16%,13%,16%,-6%
COc1cccc(NC(=S)N(CCN(C)C)C(C)c2cccnc2)c1 (configuration not stated),7%,1%,0%,2%,-15%,1%,0%,-14%,14%
Cc1oc2c(C)c3oc(=O)c(CCC(=O)NCCCN4CCCC4=O)c(C)c3cc2c1C,5%,-36%[inhibitor],0%,17%,-1%,-3%,1%,9%,-9%
O=C(CSc1n[nH]c(=O)n1C1CC1)c1c[nH]c2ccccc12,10%,-10%,-8%,12%,0%,4%,4%,21%,0%
CN1CCc2c(sc(NC(=O)c3ccc(S(=O)(=O)N4CCOCC4)cc3)c2C(N)=O)C1,12%,2%,8%,18%,5%,-2%,4%,33%[activator],-7%
CN(C1CCCCC1)S(=O)(=O)c1ccc(NC(=O)C2CCCCC2C(=O)O)cc1 (configuration not stated),9%,-7%,1%,13%,8%,1%,2%,17%,-10%
O=C(CCSc1ccccc1)NC1CCCC1,-7%,-1%,-6%,3%,4%,-12%,-2%,-3%,18%
COc1ccc(-c2nc(NC(C)=O)sc2-c2ccccc2)cc1,12%,u,4%,12%,-16%,u,u,u,-6%
Cc1cccc(OCC2=NS(=O)(=O)c3ccccc3N2)c1,10%,-2%,0%,2%,-2%,1%,1%,3%,4%

Remaining list, next part.
Structure,TDP43 rescue,SW480 rereplic,KB-3-1 tox,GLP-1R agonist,KB-V1 MDR tox,HT1080 IDH1KD tx,HT1080-NT tox,GLP-1R inv ag,GLP1R cytotox
CN(C)c1ccc(C(CNS(=O)(=O)c2ccc(F)cc2)c2c[nH]c3ccccc23)cc1 (configuration not stated),9%,12%,u,1%,u,-30%,-21%,u,-27%
O=C(c1ccco1)N1CCN(C(=O)c2cnn3c(C(F)(F)F)cc(-c4cccs4)nc23)CC1,-8%,1%,3%,-9%,0%,0%,9%,0%,61%[activator]
N[C@@H](Cc1cc(I)c(Oc2ccc(O)c(I)c2)c(I)c1)C(=O)O,38%&13%,-7%&3%&-6%&-5%,u,-5%&-2%&1%,-8%&2%,-22%&-1%,-1%&-6%,u,6%&-9%
S=c1[nH]nc(-c2ccccc2Cl)n1/N=C/C=C/c1ccco1,1%,-62%[inhibitor],9%,7%,14%,-8%,-3%,17%,-18%
O=C(NCC1CCCO1)C(c1cccs1)N(Cc1cccs1)C(=O)Cn1nnc(-c2cccs2)n1 (configuration not stated),3%,-1%,-3%,-4%,-5%,-12%,-13%,u,-26%
COC(=O)c1c(NC(=O)CSc2ncnc3ccccc23)sc(C)c1C,-9%,12%,-12%,20%,1%,-10%,-10%,44%[activator],20%
Cc1cc(C)n(/N=C/c2ccc(O)cc2)c(=O)c1C#N,4%,12%,16%,-2%,16%,18%,16%,4%,10%
CC1(C(=O)Nc2cccc(NS(C)(=O)=O)c2)Cc2c(-c3cccc(C(N)=O)c3)ccnc2O1 (configuration not stated),23%,x,0%,2%,1%,-17%,-9%,14%,19%
COC(=O)Cc1cn(-c2ncc(C(F)(F)F)cc2Cl)c2ccccc12,24%,-1%,23%,20%,-15%,0%[9.24 µM],-3%,u,9%
Cc1ccc(-c2nn(Cc3ccccc3)cc2C(=O)N2CCN(c3ccccn3)CC2)cc1,-1%,1%,-1%,-1%,-19%,-4%,-8%,u,5%
COC(=O)C1C(O)=C(C=Nc2ccc3ccccc3c2)C(=O)CC1(C)C (configuration not stated),-21%,u,-10%,4%,15%,1%,-1%,20%,-4%
COc1ccccc1CNC(=O)COC(=O)c1ccc(C)s1,15%,-4%,6%,7%,20%,11%,-2%,-1%,4%

The list continues:
Structure,TDP43 rescue,SW480 rereplic,KB-3-1 tox,GLP-1R agonist,KB-V1 MDR tox,HT1080 IDH1KD tx,HT1080-NT tox,GLP-1R inv ag,GLP1R cytotox
Oc1ccccc1C(Nc1nccs1)c1ccc2cccnc2c1O (configuration not stated),-11%,-4%,2.3µM*,0%,12µM*,7.3µM*,u,-28%,-1%
Cc1ccc(Nc2nc(CSc3n[nH]c(N)n3)cs2)cc1,4%,-10%,8%,8%,27%,5%,5%,2%,0%
CC(C(=O)Nc1sccc1C(N)=O)N1C(=O)C2CC=CCC2C1=O (configuration not stated),-2%,1%,12%,13%,-7%,0%,0%,0%,0%
O=C(c1ccccc1)N(Cc1ccc(F)cc1)C1CCS(=O)(=O)C1 (configuration not stated),-10%,-8%,10%,0%,1%,13%,0%,5%,9%
Cc1cc(C)c2nc(N3CCN(C)CC3)c(C#N)cc2c1,5%,2%,-6%,27%,-29%,-3%,-2%,-14%,12%
COc1ccc(Oc2ncccc2[N+](=O)[O-])cc1,5%,-5%,12%,13%,46%,7%,3%,-13%,2%
COc1ccccc1-c1ccc(SCc2cccc(C)c2)nn1,-1%,-3%,-3%,0%,-2%,24%,23%,4%[7.66 µM],5%[7.66 µM]
O=C(NCc1cc(C(F)(F)F)cc(C(F)(F)F)c1)C1CC(c2ccccc2F)=NO1 (configuration not stated),2%,-3%,-5%,25%,-8%,-25%,0%,u,5%
COc1cccc(CN2CCN(S(=O)(=O)c3ccc(Cl)s3)CC2)c1,-12%,-3%,-7%,-2%,u,-1%,-22%,u,0%
CCOC(=O)c1nc2nc(C)c(Cl)c(=O)n2[nH]1,-6%,1%,1%,4%,12%,-5%,2%,3%,22%
O=C(NCC(=O)N1CCN(S(=O)(=O)c2ccccc2C(F)(F)F)CC1)c1sc2ccccc2c1Cl,26%,-8%,-27%,-6%,u,7%,1%,0%,-16%
CC(C)c1nnc(NC(=O)CN2C(=O)c3ccccc3C2=O)s1,-6%,u,9%,0%,6%,15%,7%,-10%,-6%

(listing goes on)
Structure,TDP43 rescue,SW480 rereplic,KB-3-1 tox,GLP-1R agonist,KB-V1 MDR tox,HT1080 IDH1KD tx,HT1080-NT tox,GLP-1R inv ag,GLP1R cytotox
Cc1ccc(NC(=O)c2ccc3snnc3c2)cc1C,15%&18%,-3%,-1%&-12%,-3%&24%,-8%&0%,0%,13%,-1%&16%,-32%&-7%
NC(=O)N/N=C/c1ccccc1OC(=O)c1cc2ccccc2oc1=O,3%,-1%,2%,1%,9%,0%,-3%,11%,8%
S=C1NCN(Cc2cccnc2)CN1Cc1ccccc1,8%,-11%,7%,-1%,u,-8%,3%,-27%,-8%
COc1ccc(O)c(C(=O)c2cnc3c(c2)c(C)nn3C)c1,-26%,2%,6%,28%,4%,1%,-6%,66%[activator],0%
Cc1cc(NC(=O)C(C)SCC(=O)N(Cc2ccccc2)c2ccccc2)no1 (configuration not stated),0%,-442%[inhibitor],u,7%,6.5µM*,-23%,-10%,u,6%
CCC(=O)NNC(=O)c1cc(COc2cc(Cl)cc(Cl)c2)on1,9%,-5%,4%,0%,0%,-2%,-3%,-18%,-2%
COc1cc(OC)c(NC(=O)CCCn2nc(C)c3c(C)n(-c4ccccc4)nc3c2=O)cc1Cl,7%,x,2%,x,-12%,x,x,-6%,10%
Cc1ccc2nc(-c3ccncc3)[nH]c2c1,-8%[1.82 µM],-2%,-3%,10%,-4%,-4%,-17%,20%,-2%
CCN(CC)c1cc(Cl)c2nonc2c1N,-17%,-30%[inhibitor],17%,22%,u,-2%,-10%,20%,3%
